# High-throughput results: PubChem BioAssay, The Scripps Research Institute Molecular Screening Center
# ADAM17 inh = inhibitors of human ADAM17 | P78536 | recombinant ADAM17, EDANS/DABCYL FRET peptide cleavage | inhibition, % at 6.95 µM | 370,000 tested, 0.83% active | AID 720648;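 active = inhibition above the mean of compounds lying between control limits plus 3 SD, set per campaign, cut at about 8.5% in these data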;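 note: 0% = DMSO-only wells as the low control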
# ssDAF-12 act = activators of S. stercoralis DAF-12 nuclear receptor; HEK293 ssDAF-12/GRIP1 lit1-tk-luc reporter, luminescence; % of 3 µM dafachronic acid response; activation, % at 6.8 µM; 370,000 tested, 1% active; AID 652126;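 active = activation above the mean over all tested compounds plus 3 SD, cut at about 0.9% in these data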;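 note: 0% = DMSO-only wells and 100% = 3 µM delta7-dafachronic acid wells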
# DAX1 inh-1 = inhibitors of human orphan nuclear receptor DAX1 (NR0B1); P51843; HEK293 Gal4-DAX1 luciferase reporter, luminescence; inhibition, % at 6.75 µM; 340,000 tested, 0.99% active; AID 504766;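 active = inhibition above the mean over all tested compounds plus 3 SD, cut at about 4.2% in these data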;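 note: 0% = DAX1-transfected cells with DMSO and 100% = empty-vector control cells with DMSO; inhibition shows as a rise in luminescence from relieved DAX1 repression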
# Target sequence (P51843 207-470 limits assumed): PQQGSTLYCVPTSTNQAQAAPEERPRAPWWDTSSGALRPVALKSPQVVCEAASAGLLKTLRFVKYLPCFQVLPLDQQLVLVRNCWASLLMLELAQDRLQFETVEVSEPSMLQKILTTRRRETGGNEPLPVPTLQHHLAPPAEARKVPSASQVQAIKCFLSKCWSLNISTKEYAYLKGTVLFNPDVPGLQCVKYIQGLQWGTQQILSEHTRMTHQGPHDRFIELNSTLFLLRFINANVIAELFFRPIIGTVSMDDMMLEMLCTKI
# hcDAF12 agonist = H. contortus DAF-12 activation, primary screen. HEK293 hcDAF-12 lit1-tk-luc reporter, luminescence; 0% DMSO, 100% Δ7-dafachronic acid. activation, % at 6.8 µM. 370,000 tested, 1.4% active;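 active = activation above the mean of all tested compounds plus 3 SD, cut at about 5.5% in these data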;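 note: 100% = response to 3 µM Δ7-dafachronic acid high control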
# hgDAF12 agonist = hgDAF-12 agonism, primary luciferase screen. HEK293 GAL4-hgDAF12 UAS-luciferase reporter, agonist luminescence; normalized to butyrate control. activation, % at 6.8 µM. 370,000 tested, 1.8% active;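 active = activation above a cutoff set at the mean of all screened compounds plus 3 SD, cut at about 10% in these data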;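 note: 0% = DMSO wells and 100% = sodium butyrate wells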
# DAX1 inh-2 = blocks DAX1 repression of SF-1 activated StAR promoter; HEK293T StAR-luciferase reporter, SF-1/DAX-1 repression relief; inhibition, % at 6.8 µM; 370,000 tested, 1.1% active; AID 652010;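 active = inhibition above the mean over all tested compounds plus 3 SD, cut at about 3.6% in these data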;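 note: 0% = DAX-1 cells with DMSO and 100% = cells lacking DAX-1 with DMSO; higher inhibition means more luminescence from relief of DAX-1 repression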
# sPLA2-III inh = Inhibits HGIII-sPLA2 liposome hydrolysis, primary screen | Q9NZ20 | QFRET BODIPY PC-A2 liposome hydrolysis, fluorescence | 370,000 tested, 0.56% active | inhibition, % at 12.2 µM;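 active = inhibition above mean plus 3 SD of compounds lying within the high and low control bounds, cut at about 19% in these data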;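 note: 0% = median of test compound wells and 100% = no enzyme DMSO wells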
# FXN GAA850 act = frataxin GAA850 promoter activation; HEK293 lucGAA850 FXN promoter luciferase reporter, 24 h; percent of 10 µM SAHA response; activation, % at 6 µM; 360,000 tested, 0.56% active; AID 540364;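 active = activation above the average of all compounds screened plus 3 SD, cutoff fixed separately per campaign, cut at about 7.5% in these data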;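 note: 0% = DMSO wells and 100% = 10 µM SAHA wells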
# ADAM10 inh = inhibitors of human ADAM10; O14672; 370,000 tested, 0.62% active; recombinant ADAM10, EDANS/DABCYL FRET peptide cleavage, 3 h; inhibition, % at 7 µM;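 active = inhibition above a per-campaign cutoff equal to the mean of compounds falling between control-based bounds plus 3 SD, cut at about 20% in these data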;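 note: 0% = DMSO wells while the 100% control is not disclosed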
# Target sequence (O14672 214-748 limits assumed): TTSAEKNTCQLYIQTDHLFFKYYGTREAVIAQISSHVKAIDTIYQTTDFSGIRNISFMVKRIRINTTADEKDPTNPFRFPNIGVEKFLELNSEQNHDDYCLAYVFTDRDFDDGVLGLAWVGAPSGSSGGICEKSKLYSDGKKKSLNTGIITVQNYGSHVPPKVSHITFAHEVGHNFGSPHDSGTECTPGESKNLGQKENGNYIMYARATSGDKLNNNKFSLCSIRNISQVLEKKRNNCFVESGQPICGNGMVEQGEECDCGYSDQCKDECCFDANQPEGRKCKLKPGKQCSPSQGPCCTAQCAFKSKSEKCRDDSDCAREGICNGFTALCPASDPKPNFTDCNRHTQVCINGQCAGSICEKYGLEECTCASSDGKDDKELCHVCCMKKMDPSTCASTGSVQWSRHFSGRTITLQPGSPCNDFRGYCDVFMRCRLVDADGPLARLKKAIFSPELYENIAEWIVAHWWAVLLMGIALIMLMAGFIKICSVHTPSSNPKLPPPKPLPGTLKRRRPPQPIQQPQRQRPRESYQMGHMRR
# PLC-gamma1 inh = inhibitors of human phospholipase C gamma1. purified PLC-gamma1, fluorogenic substrate, fluorescence. inhibition, % at 12.2 µM. P19174. 370,000 tested, 0.84% active; in the data active = inhibition above about 9.5%
# PLCb3 inh = PLC-beta3 (human) inhibition, primary screen; Purified PLC-beta3, fluorogenic substrate, fluorescence; inhibition, % at 12.2 µM; 370,000 tested, 0.18% active; AID 720704; in the data active = inhibition above about 11%;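 note: 0% = median of compound wells on plate and 100% = full blocker control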
# * = called active by the depositor; i = inactive; · = no result given; & = joins results of further samples. The list is partial, so the mix of outcomes need not match the whole.
SMILES,ADAM17 inh,ssDAF-12 act,DAX1 inh-1,hcDAF12 agonist,hgDAF12 agonist,DAX1 inh-2,sPLA2-III inh,FXN GAA850 act,ADAM10 inh,PLC-gamma1 inh,PLCb3 inh
NNP(=O)(CC(=O)c1ccccc1)c1ccccc1 (centres undefined),-2,-1.6,·,-1.5,-1.2,-0.1,11,1.8,-9,0,-8
COc1ccc2c(c1)C1(C)CCN(C)CC(C1)C2O (centres undefined),-4,-1.1,0.7,-0.7,-0.5,-0.5,8,0.0,-12,1,2
CC1CCN(CC(=O)c2ccccc2Cl)CC1,-4,-0.4,1.8,4.1,11*,1.0,4,4.3,0,-1,1
Cc1cc(/C=C2\C(=O)NC(=O)N(c3ccc(Cl)cc3)C2=O)c(C)n1-c1cccc(C(=O)O)c1,-7,-0.9,-0.1,2.6,-1.6,0.2,-7,1.8,-12,-18,-30
O=C(OCC(=O)c1ccc([N+](=O)[O-])cc1)/C(=C/c1ccc(Cl)cc1)NC(=O)c1ccccc1,-2,-1.5,0.7,0.2,-5.0,-0.2,2,-0.1,9,1,1
Nc1ccc(Cl)c(Cl)c1,2,1.1*,0.2,0.4,1.8,0.2,7,-0.3,-5,0,-3
CCCCn1c(O)c(C(CC)=NCCN2CCCCC2)c(=O)[nH]c1=O,-3,-1.0,-1.2,-0.4,0.3,0.3,0,-0.5,-10,-7,-8
COc1ccccc1N=C1SCCCN1C,-2,-0.7,0.1,0.8,1.5,0.2,7,-1.1,-1,-1,1
N=C1c2ccccc2CN1NC(=O)c1ccccc1,-3,-0.4,-0.3,-0.6,4.7,0.2,11,3.1,-1,-6,-7
O=C(N/N=C/c1c(O)n(Cc2ccco2)c(=O)[nH]c1=O)c1ccccc1O,-5,-0.4,1.3,4.1,5.9,0.6,0,1.7,-16,-26,-39
O=c1oc2ccccc2c(O)c1C(c1ccc([N+](=O)[O-])cc1)c1c(O)c2ccccc2oc1=O,5,-0.9,-1.2,-1.3,0.1,-0.2,-39,0.5,19,-4,-1
CN1CCCN(C(=O)COc2cccc(C(F)(F)F)c2)CC1,-5,-1.2,1.3,0.5,-2.5,-0.5,2,0.0,-5,1,-6
O=c1[nH]c(=O)n(Cc2ccco2)c(O)c1C=NCc1ccco1,-4,0.4,-0.2,-0.8,-1.2,-0.5,-2,1.8,-4,-5,-4
Cc1ccc(-c2nc3ccccc3c(=O)n2-c2ccc(Br)cn2)cc1,-2,-1.5,-2.2,-1.5,5.9,-0.9,6,0.2,9,3,-3
COc1ccc(-c2cc(=Nc3ccccc3)c3cc(C)ccc3o2)cc1,i,0.1,-0.8,7.3*,22*,5.1*,-13,5.3,i,-245,-258
COC(=O)C1=C(c2ccc(F)cc2F)C[C@@H]2CC[C@H]1N2C(=O)NCc1ccc2c(c1)OCO2,0,-1.5,1.7,-0.7,-1.9,0.1,0,-1.5,2,-2,0
CN1C(=O)/C(=C/c2ccc(N3CCCCCC3)o2)C(=O)NC1=S,2,-0.1,3.4,2.1,6.3,1.9,-6,9.9*,6,-4,-1
CCN(CC)C(=O)c1ccc(NC(=O)Nc2ccccc2F)cc1,1,-0.4,-5.1,5.3,11*,6.5*,-2,-2.8,4,1,-4
Cc1cc(OCC(=O)N2CCC(C(=O)O)CC2)c2c3c(c(=O)oc2c1)CCCC3,-174,-1.1,2.9,-0.3,1.3,-0.9,9,0.4,i,-163,-218
CC(C)(C)C(=O)NC1CCSC1=O (centres undefined),0,-1.2,·,-1.6,1.8,0.7,-3,·,6,1,0
O=[N+]([O-])/C(Cl)=C1\NCCN1Cc1ccc(Cl)nc1,-3,-2.2,0.4,-0.5,5.3,-1.0,-2,1.3,-2,0,2
CC(C)N(CCC(C(N)=O)(c1ccccc1)c1ccccn1)C(C)C (centres undefined),-3&-4,-1.7&-1.1,1.2&0.0,-3.4&-0.5,-0.3&0.2,-0.5&-0.4,-5&-2,-0.8&-2.2,0&0,-1&1,5&-1
COc1ccc2c(c1)C13CCCC[C@@H]1C(C2)N(C)CC3 (some centres undefined),-3,-1.1,-0.3,1.5,-1.2,-0.5,17,0.5,-16,1,-1
OC1/C(=C/c2ccccc2C(F)(F)F)N2CCC1CC2 (centres undefined),-1,-1.8,2.0,-0.4,-0.6,-0.6,-2,-0.1,-2,0,-2
CCOC(=O)[C@]12Cc3ccccc3[C@H]1N(C)C(=O)c1cc(OC)ccc12,-6,-1.5,·,-0.9,-2.2,3.7*,4,·,-11,-1,-2

# An excerpt of these results, with two lines to a compound.
# Results follow in this order: ADAM17 inh	ssDAF-12 act	DAX1 inh-1	hcDAF12 agonist	hgDAF12 agonist	DAX1 inh-2	sPLA2-III inh	FXN GAA850 act	ADAM10 inh	PLC-gamma1 inh	PLCb3 inh
- Cc1cc(/C=C2\C(=O)NC(=O)N(c3ccc(Cl)cc3)C2=O)c(C)n1-c1cccc(C(=O)O)c1
→ -7	-0.9	-0.1	2.6	-1.6	0.2	-7	1.8	-12	-18	-30
- O=C(OCC(=O)c1ccc([N+](=O)[O-])cc1)/C(=C/c1ccc(Cl)cc1)NC(=O)c1ccccc1
→ -2	-1.5	0.7	0.2	-5.0	-0.2	2	-0.1	9	1	1
- Nc1ccc(Cl)c(Cl)c1
→ 2	1.1*	0.2	0.4	1.8	0.2	7	-0.3	-5	0	-3
- CCCCn1c(O)c(C(CC)=NCCN2CCCCC2)c(=O)[nH]c1=O
→ -3	-1.0	-1.2	-0.4	0.3	0.3	0	-0.5	-10	-7	-8
- COc1ccccc1N=C1SCCCN1C
→ -2	-0.7	0.1	0.8	1.5	0.2	7	-1.1	-1	-1	1

# Continued.
SMILES,ADAM17 inh,ssDAF-12 act,DAX1 inh-1,hcDAF12 agonist,hgDAF12 agonist,DAX1 inh-2,sPLA2-III inh,FXN GAA850 act,ADAM10 inh,PLC-gamma1 inh,PLCb3 inh
CCOC(=O)c1c(NS(=O)(=O)c2ccccc2)n(CCCOC)c2nc3ccccc3nc12,i,-1.3,-2.4,-1.6,-6.6,-1.6,-1,-0.5,i,i,i
Cc1cc(Cl)ccc1OCC(=O)N1CCN(C)CC1,-11,-1.2,-0.3,-0.5,-2.5,0.5,-1,-1.1,-13,-1,3
COc1ccccc1OCC#CCN1CCCC1,3,-1.5,-1.1,0.0,-2.6,-0.3,2,-0.2,-4,3,1
O=C(CNC(=O)c1cccc(Cl)c1)Nc1ccc(Br)cc1C(=O)c1ccccc1,8,-1.6,0.2,-0.7,-1.1,-0.1,-27,2.2,12,-1,-5
CC(C)c1ccc(NC(=O)CCNC(=O)N2C[C@H]3C[C@@H](C2)c2cccc(=O)n2C3)cc1,1,-1.3,0.2,1.1,-0.3,-0.4,0,0.8,-7,1,2
C[C@@H]([C@@H](O)c1ccccc1)N(C)C(=O)Cc1ccccc1,0,-1.1,-0.6,-0.3,1.8,0.1,5,1.1,-2,-2,2
O=C(NC1(C(F)(F)F)Oc2ccccc2O1)N1CCC2(CC1)OCCO2,-3,-0.5,0.1,-0.3,-1.8,0.5,-1,6.2,3,0,1
O=C1NC(=S)N(c2ccccc2F)C(=O)/C1=C\c1cccs1,-2,-1.5,2.3,1.3,-0.8,0.4,16,-1.0,-15,-4,-8
COC(=O)C1=C(c2ccc(F)cc2OCc2ccccc2)C[C@@H]2CC[C@H]1N2C(=O)NCc1ccccc1C(F)(F)F,0,-1.6,-0.8,0.7,1.8,0.1,7,-4.3,5,-1,1
CCCCn1c(=O)c(C(=O)Nc2ccccc2)c(O)c2ccccc21,-5,-0.4,1.1,7.1*,2.0,-0.2,5,2.6,-2,-3,-1
COC(=O)C(O)(c1c(C)[nH]n(-c2ccccc2)c1=O)C(F)(F)F (centres undefined),7,-0.1,-1.4,4.0,-0.2,1.1,2,0.5,1,9,6
CC(C)S(=O)(=O)N1Cc2ccc(Br)cc2-n2nncc2C1,0,-0.9,·,-2.2,-3.7,-0.3,18,·,-19,2,-1
CCCCn1c(O)c(C(CC)=Nc2ccc(OC)cc2OC)c(=O)[nH]c1=O,-3,-1.6,-2.1,-2.1,-1.1,0.4,-5,2.2,-3,-13,-20
COC1C(O)C(C)OC(OC2CCC3(C=O)C(CCC4C3CCC3(C)C(C5=CC(=O)OC5)CCC43O)C2)C1O (centres undefined),1,-3.1,-8.6,-6.5,-16,-7.6,-1,-14,-2,2,6
C[C@]12CCC3C(CC[C@H]4C[C@@H](O)[C@H](O)C[C@]34C)C1CC[C@@H]2O (some centres undefined),-5,-0.9,1.4,-0.1,3.1,-0.7,7,0.6,-11,3,1
CC=C(C)C(=O)OC1CCN2CC=C(COC(=O)C(O)(C(C)OC)C(C)(C)O)C12 (centres undefined),-4,-1.0,-0.1,0.2,-1.4,-0.3,4,0.5,-10,1,1
O=C1NC(=O)C(CCc2ccncc2)(CCc2ccncc2)C(=O)N1Cc1ccc(F)cc1,-4,-1.5,-1.1,-1.5,-4.6,-0.5,1,2.4,3,2,0
COC(=O)C1=C(c2ccc(OC(F)(F)F)cc2)C[C@@H]2CC[C@H]1N2C(=O)NC1Cc2ccccc2C1,3,-1.8,-0.5,-2.6,0.7,1.3,6,0.0,7,-1,-3
CCCC[N+]12CCC(CC1)C(Cc1ccccc1)C2 (centres undefined),-6,-1.4,·,-0.1,2.3,-0.2,6,0.1,-7,-1,-6

# Sorted by SMILES length (lowest first): 3 of the compounds above
SMILES,ADAM17 inh,ssDAF-12 act,DAX1 inh-1,hcDAF12 agonist,hgDAF12 agonist,DAX1 inh-2,sPLA2-III inh,FXN GAA850 act,ADAM10 inh,PLC-gamma1 inh,PLCb3 inh
COc1ccccc1OCC#CCN1CCCC1,3,-1.5,-1.1,0.0,-2.6,-0.3,2,-0.2,-4,3,1
CCCC[N+]12CCC(CC1)C(Cc1ccccc1)C2 (centres undefined),-6,-1.4,·,-0.1,2.3,-0.2,6,0.1,-7,-1,-6
COC(=O)C(O)(c1c(C)[nH]n(-c2ccccc2)c1=O)C(F)(F)F (centres undefined),7,-0.1,-1.4,4.0,-0.2,1.1,2,0.5,1,9,6
